USP1 inh: Inhibitors of USP1/UAF1: Primary Screen | Ubiquitin carboxyl-terminal hydrolase 1 (Homo sapiens), O94782 | recombinant USP1/UAF1, Ub-Rhodamine cleavage fluorescence | Potency, µM (titrated, usually from 57.1 µM), for inactives: at the top dose activity change, negative = inhibition, hits mostly inhibitors | 0.23% of 390,000 active | AID 743255, 2014; note: potency is the fitted concentration of half-maximal effect; % is set by controls: 0 for no effect and ±100 for the full control effect; nearly all actives have a fitted effect of over 60% in size; inactives centre near -12
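Step one: compound is pinned into 1nM USP1/UAF1 in HEPES pH 7.8 buffer with TCEP. Step two: 15 min room-temperature incubation. Step three: Ub-Rho (150nM final) starts cleavage, tracked by fluorescence over six one-minute reads.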
Vif-A3F inh: qHTS for Inhibitors of Vif-A3F Interactions: qHTS | HeLa A3F-eYFP + Vif (tagged APOBEC3F with the HIV-1 protein that degrades it), YFP fluorescence increase | Potency, µM (doses to about 46.1 µM), without a hit: at the highest dose activity, negative = active | 0.2% of 390,000 active | AID 602313, 2012; note: potency is the fitted concentration of half-maximal effect; % of control where 0% means no effect; nearly all actives have a fitted effect of over 65% in size
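HeLa cells stably expressing A3F-eYFP plus Vif, plated and incubated overnight at 37 deg C, then exposed to compounds overnight at 37 deg C. Blocked degradation read as raised yellow fluorescence (Ex 488/Em 500-530).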
PI4K2A inh: qHTS for small molecular inhibitors of PI4K2A; purified PI4K2A, ADP-Glo luminescence, 1 h; stronger effect = lower value; activity change, negative = inhibition, % at 76.9 µM; 0.13% of 420,000 active; in the data active = activity change below about -50%; inconclusive = mostly about -30% to -49%;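 note: -100% = wells without enzyme as full effect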
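In this quantitative HTS, ADP production by PI4K2A was quantified luminescently after 1 h at ambient temperature; 100 microM adenosine served as plate-quality control.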
RXFP1 agonist: qHTS Assay for Agonists of the Relaxin Receptor RXFP1; HEK293T-RXFP1 cAMP TR-FRET, 30 min; response scale: percent of porcine relaxin response, buffer zero; Potency, µM (series often up to 57.5 µM), without a hit: at the top dose activation, most hits filed as activators; 0.3% of 370,000 active; note: potency is the fitted concentration of half-maximal effect; % is set by controls: 0 for no effect and ±100 for the full control effect; nearly all actives have a fitted effect of over 60% in size; many of its hits are not listed in these tables
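Agonist response is measured as cAMP accumulation in an RXFP1-transfected HEK293T line under PDE4 inhibition. Values are scaled between buffer-only and 29 nM porcine relaxin, and EC50s come from standard Hill equation fits.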
LDHA inh: qHTS assay for inhibitors of human lactate dehydrogenase; L-lactate dehydrogenase A chain (Homo sapiens), P00338; purified LDHA, NADH/diaphorase-resazurin fluorescence; stronger effect = lower value; activity change, % (values are at about 110 or 230 µM); 0.15% of 480,000 active; AID 1347041, 2019; in the data active = activity change below about -30%; inconclusive = mostly about -25% to -30%;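 note: plate controls were DMSO wells for no effect and wells without enzyme for full effect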
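Enzyme activity of human lactate dehydrogenase 5 (2 nM; 0.06 mM NADH, 0.2 mM pyruvate, 5 min, RT) is measured via a resazurin/diaphorase fluorescence readout of residual NADH.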
IDH1 R132H inh: qHTS for Inhibitors of mutant isocitrate dehydrogenase 1 (IDH1): qHTS; IDH1-R132H enzyme, NADPH consumption, diaphorase/resazurin fluorescence; Potency, µM (titrated, usually from 76.6 µM), for inactives: at the top dose activity change, negative = inhibition, actives largely listed as inhibitors; 0.093% of 390,000 active; AID 602179, 2012; note: potency is the fitted concentration of half-maximal effect; % is set by controls: 0 for no effect and ±100 for the full control effect; nearly all actives have a fitted effect of over 65% in size
Target sequence (O75874 whole entry R132H, stated change not applied): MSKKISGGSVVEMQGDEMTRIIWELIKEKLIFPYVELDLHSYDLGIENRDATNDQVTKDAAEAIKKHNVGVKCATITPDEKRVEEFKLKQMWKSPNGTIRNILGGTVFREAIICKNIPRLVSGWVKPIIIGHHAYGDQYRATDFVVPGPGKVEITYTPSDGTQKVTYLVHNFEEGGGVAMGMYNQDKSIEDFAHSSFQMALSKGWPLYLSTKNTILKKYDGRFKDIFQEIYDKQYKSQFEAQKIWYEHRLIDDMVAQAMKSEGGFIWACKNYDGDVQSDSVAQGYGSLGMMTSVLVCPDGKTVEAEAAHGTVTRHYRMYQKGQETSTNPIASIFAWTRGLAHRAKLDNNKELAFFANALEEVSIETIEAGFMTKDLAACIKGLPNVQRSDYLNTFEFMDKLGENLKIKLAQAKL
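IDH1-R132H (0.5 ug/mL dispensed) in pH 7.5 Tris buffer was preincubated 30 min with compound, then given a substrate mix of 0.016 mM NADPH and 2 mM alpha-KG for 80 min at room temperature; remaining NADPH was read by diaphorase/resazurin fluorescence.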
GRP78 ERSR act: qHTS for Inducers of the Endoplasmic Reticulum Stress Response (ERSR) in Human Glioma: qHTS; Potency, µM, for the others: at the top dose activation, most hits filed as activators; U87-MG GRP78 promoter luciferase reporter, 16 h; 0.02% of 420,000 active; AID 602332, 2012; note: potency is the fitted concentration of half-maximal effect; series mostly up to about 76 µM; % of control where 0% means no effect; nearly all actives have a fitted effect of over 35% in size
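Stably transfected U87-MG human glioma cells carrying a GRP78-based luminescent sensor were seeded at 1000 cells/well, pin-dosed with compounds and incubated 16 h. Luciferase reagent was then added, and end-point luminescence was read after 10 min at room temperature.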
Vif-APOBEC3G blk: qHTS for Inhibitors of Vif-A3G Interactions: qHTS | DNA dC->dU-editing enzyme APOBEC-3G (Homo sapiens), Q9HC16 | HeLa A3G-eYFP + Vif (tagged APOBEC3G with the HIV-1 protein that degrades it), YFP fluorescence, overnight | Potency, µM (doses to about 46.1 µM), without a hit: top-dose activity, negative = active, hits mostly inhibitors | 0.076% of 410,000 active;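 note: potency is the fitted concentration of half-maximal effect; % is set by controls: 0 for no effect and ±100 for the full control effect; nearly all actives have a fitted effect of over 60% in size; hits raise eYFP signal because A3G escapes Vif-driven loss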
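HeLa cells stably expressing Vif and C-terminally eYFP-tagged A3G, seeded overnight at 37 deg C, then exposed to compound by pintool overnight at 37 deg C. Rise in yellow fluorescence (Ex 488/Em 500-530, Acumen) marks blocked Vif-driven A3G degradation.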
TrxR1 substrate: qHTS Assay for Substrates of Mammalian Selenoprotein Thioredoxin Reductase 1 (TrxR1): qHTS; Thioredoxin reductase 1, cytoplasmic (Rattus norvegicus), O89049; purified TrxR1 substrate turnover, NADPH consumption readout; Potency, µM (doses to about 114 µM), for the others: at the highest dose activity change, negative = substrate turnover; 0.01% of 390,000 active; note: potency is the fitted concentration of half-maximal effect; % is set by controls: 0 for no effect and ±100 for the full control effect; nearly all actives have a fitted effect of over 50% in size
Target sequence (O89049 whole entry, looked up): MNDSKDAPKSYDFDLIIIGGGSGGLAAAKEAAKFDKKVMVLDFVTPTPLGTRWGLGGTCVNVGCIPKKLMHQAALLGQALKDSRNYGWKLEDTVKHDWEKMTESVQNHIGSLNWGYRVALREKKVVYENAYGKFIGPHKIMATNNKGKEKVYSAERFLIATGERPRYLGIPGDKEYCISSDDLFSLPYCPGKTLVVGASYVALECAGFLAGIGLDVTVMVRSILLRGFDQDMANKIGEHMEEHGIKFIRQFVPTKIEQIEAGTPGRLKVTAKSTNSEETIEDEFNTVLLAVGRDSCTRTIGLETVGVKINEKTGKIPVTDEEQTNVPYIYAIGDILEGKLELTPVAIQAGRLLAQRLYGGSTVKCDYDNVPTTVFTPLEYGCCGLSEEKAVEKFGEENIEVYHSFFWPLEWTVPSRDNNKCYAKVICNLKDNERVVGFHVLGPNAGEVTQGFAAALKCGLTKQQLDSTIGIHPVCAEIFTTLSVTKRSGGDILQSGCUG
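Rat TrxR1, dispensed at 90 nM, was prereduced with 400 uM NADPH (final) for 5 min at ~22 deg C, then incubated with compound 15 min before 400 uM selenite. A first-read NADPH fluorescence drop versus no-compound background flagged substrates.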
* marks the source's active call; other numbers are inactive results; ? = inconclusive; . = not tested or not shown; & = joins results of further samples; [ ] = remark or other dose. Unless noted, calls come from the whole dose curve; as a rule, active = well fitted curve in the direction sought with a large enough effect; inconclusive = small, poorly fitted or top-dose-only effect, or another doubt; inactive = no such curve, though single readings can be large; an effect the other way counts as inactive or inconclusive. The list is partial, so the mix of outcomes need not match the whole.

SMILES	USP1 inh	Vif-A3F inh	PI4K2A inh	RXFP1 agonist	LDHA inh	IDH1 R132H inh	GRP78 ERSR act	Vif-APOBEC3G blk	TrxR1 substrate
COC(=O)C1=C(N)Oc2c(oc(CO)cc2=O)C1c1ccc(F)cc1 (configuration not stated)	-11%	-6%	-3	2.0%	-4	7%	1%	-2%	10%[57.1 µM]
CN(C)c1ccc(CN(C(=O)/C=C/c2ccco2)C2CCS(=O)(=O)C2)cc1 (configuration not stated)	0%	-7%	3	-3.9%	-2	24%	-3%	0%	-8%[57.1 µM]
Cc1cc(O)cc(O)c1C(=O)Cc1cnn(-c2ccccc2)c1	-4%	-2%	0	-0.6%	15	3%	-3%	-13%	-4%
COc1ccc2c(c1)cc1n2CCN=C1N	0%	-1%	-7	5.6%	6	4%	-1%	0%	18%
OC1(c2ccccn2)COc2ccccc2O1 (configuration not stated)	-8%	-8%	3	-11%	8	1%	-2%	0%	8%[57.1 µM]
COc1cccc(CC(=O)Nc2nc(-c3ccc(F)c(F)c3)cs2)c1	-19%	-27%	3	-1.1%	5	5%	3%	-8%	-5%
O=[N+]([O-])c1ccc(CNC2CCCc3ccccc32)cc1 (configuration not stated)	-17%	0%	1	-0.1%	-16	-1%	-2%	1%	-2%
COc1ccccc1OCCOc1ccc(/C=N/n2cnnc2)cc1	?	3%	2	1.3%	-4	6%	-6%	-1%	13%[57.1 µM]
O=c1c2c3c(sc2n(CCN2CCOCC2)c(=O)n1Cc1ccco1)CCCCC3	-7%	-7%	0	4.1%	1	-4%	-6%	1%	-3%
COc1ccc(CN(C(=O)CCC(=O)Nc2cc(C)on2)C(C(=O)NC(C)(C)C)c2cccc(OC)c2OC)cc1 (configuration not stated)	-4%	0%	0	-0.8%	-10	-1%	0%	1%	3%
CSc1ccc(C(=O)C2CCCN(C(=O)c3cccc(N4CCOCC4)c3)C2)cc1 (configuration not stated)	-20%	-1%	-1	3.5%	-1	6%	3%	8%	1%
Cc1nc(C(F)(F)F)ccc1C(=O)N1CCC1(C)C(=O)NS(C)(=O)=O (configuration not stated)	.	.	0	.	-10	.	-4%	-3%	.
CCOc1ccc(CNC(=O)CSc2c3c(nc4cc(Cl)ccc24)CCCC3)cc1	-14%	-1%	1	7.7%	4	16%	2%	-4%	-2%
CCCn1cnc2c(oc3ccccc32)c1=O	2%	-9%	3	3.4%	-4	3%	1%	-6%	10%[57.1 µM]
CCCS(=O)(=O)c1nc(S(=O)(=O)c2ccc(C)cc2)c(NCc2ccccc2)s1	-6%	.	-6	-1.3%	0	.	.	.	-7%
CNC(=S)Nc1cc(S(=O)(=O)Nc2cc(Cl)ccc2Cl)ccc1N1CCCC1	-10%	3%	-2	1.5%	0	-7%	-2%	1%	-1%
O=C(NCC(c1ccc(F)cc1)N1CCOCC1)c1ccc(-c2ccccc2)cc1 (configuration not stated)	-7%	0%	-3	.	-8	-2%	-3%	0%	-5%
Cc1ccc2c(Cl)c(C(=O)Nc3ccc4c(c3)OCO4)sc2c1	-2%	-1%	-7	?	-2	2%	3%	-1%	12%
COc1ccc(NC(=O)C(=O)NCCc2csc3nc(-c4ccccc4F)nn23)cc1OC	-30%	1%	6	0.0%	-1	11%	-4%	-2%	-5%[57.1 µM]
CC(C)(C)OC(=O)NCCCCCNC(=O)c1[nH]cnc1C(=O)N[C@@H](Cc1ccccc1)C(=O)OC(C)(C)C	-22%	4%	1	.	3	3%	-5%	3%	-9%
CC(C)CCN1C(=O)CCC1(C)C(=O)NC1CCCCCC1 (configuration not stated)	-12%	-7%	4	0.2%	4	6%	0%	-4%	9%
CCCc1nn2c(=O)cc(COC(=O)c3ccc(NC(=O)C4CCCCC4)cc3)nc2s1	-1%	-4%	-3	1.3%	0	-8%	-1%	1%	-3%[57.1 µM]
Cc1cccc(S(=O)(=O)c2cn(Cc3ccccc3)c3cc(N4CCCCC4C)c(F)cc3c2=O)c1 (configuration not stated)	-8%	0%	2	4.7%	-3	-2%	-4%	4%	75%[activator]
CC(C)(C)OC(=O)N1CCC(NC(=O)c2[nH]cnc2C(=O)Nc2ccc(Br)cc2F)CC1	-19%	-4%	-2	.	-2	?	-2%	-1%	.
COc1ccc(C(C)NC(=O)C2C(=O)NC3(C)CC2c2ccccc2O3)cc1 (configuration not stated)	0%	-1%	-2	0.2%	-2	14%	0%	1%	-6%
COc1ccccc1NC(=O)CSc1nnnn1C1CCCC1	-9%	?	-14	-0.1%	1	-14%	0%	3%	-9%
Cc1ccc(C)c(OCC(=O)NNC(=O)CCN2CCN(c3ccccc3)CC2)c1	0%	1%	0	-1.2%	-8	0%	-5%	2%	-7%
N#C/C(N=Nc1ccccc1O)=N\Nc1ccccc1O	-15%	11µM*	-14	-5.5%	15	3%[38.3 µM]	-6%	?	-8%
CC(C)Cc1nnc(NC(=O)CCC(=O)N2CCN(Cc3ccc(F)cc3)CC2)s1	-14%	6%	-3	-0.1%	-3	-3%	-2%	-1%	-3%
O=C(CCN1C(=O)CSc2ccccc21)Nc1ccc(C(F)(F)F)cc1	-8%	-12%	-7	-1.3%	-4	-2%	-4%	-4%	-5%
O=C(c1ccc(F)cc1)C1CCN(C(=S)Nc2ccccc2Cl)CC1	-14%	-3%	0	1.1%	-6	4%	-1%	2%	-6%
CCOC(=O)CC(C(=O)OCC)P(=O)(c1ccccc1)c1ccccc1 (configuration not stated)	-7%	1%	-1	0.4%	1	0%	-4%	-2%	-4%[57.1 µM]
Cc1ccccc1C1CC(c2ccccc2OC(F)F)Nc2ncnn21 (configuration not stated)	-24%	-9%	1	2.8%	-9	16%	-7%	0%	10%[57.1 µM]
C=CC[N+]1(CC#CCOC(c2ccccc2)c2ccccc2)CCOCC1	1%	-4%	7	0.7%	-2	9%	-4%	0%	1%
O=C(COC(=O)CNC(=O)C1CCCCC1)NCc1ccc(Cl)cc1	-3%	-2%	-10	.	-5	4%	-2%	-3%	3%
Cc1ccc(SC(=O)COc2ccc(C)c(C)c2)cc1	-18%	-17%	102	4.1%	1	8%	-2%	-1%	4%
Cc1ccnc(Nc2nc3ccccc3o2)n1	-7%	?	-13	-0.6%	3	-3%	-10%	-7%	4%[57.1 µM]
COc1ccccc1-c1nc2n(n1)C(c1ccc(Cl)cc1)C(C(N)=O)=C(C)N2 (configuration not stated)	-19%	-1%	-4	-1.0%	7	9%	2%	-4%	12%[57.1 µM]
CCOC(=O)c1cn(CC(=O)Nc2ccc(OC)cc2OC)nn1	-16%&-19%	-4%&-2%	-2&8	-1.4%&2.1%	-3&-2	-3%&-2%	-1%&0%	0%&-2%	2%&-3%
Cc1cccc(CCNC(=O)C2CCCN(S(=O)(=O)c3cccc4nsnc34)C2)c1 (configuration not stated)	-12%	-1%	3	0.2%	-18	0%	-2%	0%	0%
CC(C)n1c(O)c(N=Nc2ccc(Cl)nn2)c2ccccc21	49%[activator]	?	5	0.6%	-13	9%	-2%	-18%	-4%
Nc1nc(Cl)cc(Sc2ccc3ccccc3c2)n1	-15%	-13%	2	3.0%	-7	-3%	2%	?	11%[57.1 µM]
Cc1cc(F)ccc1NC(=O)c1sc2nc(-c3cccs3)ccc2c1N	-25%	?	0	?	4	-12%	-2%	-6%	15%
O=C(O)C1(c2cccc(Cl)c2)CCC1	-11%	1%	4	3.6%	-2	2%	-7%	5%	-24%[11.4 µM]
Cc1cccc(N2CCN(C(=O)c3cn(CC(C)C)c(=O)c4c3c3ccccc3n4C)CC2)c1C	?	3%	2	0.4%	-7	3%	2%	-3%	11%
COc1cc2c(cc1OC)C1c3ccc(OC)c(OC)c3OCC1(O)C2 (configuration not stated)	-18%	5%	1	.	5	-6%	-5%	3%	5%

Complete entries as entered above. Order of values: USP1 inh | Vif-A3F inh | PI4K2A inh | RXFP1 agonist | LDHA inh | IDH1 R132H inh | GRP78 ERSR act | Vif-APOBEC3G blk | TrxR1 substrate
Cc1cc(F)ccc1NC(=O)c1sc2nc(-c3cccs3)ccc2c1N in the list: -25% | ? | 0 | ? | 4 | -12% | -2% | -6% | 15%
CCCc1nn2c(=O)cc(COC(=O)c3ccc(NC(=O)C4CCCCC4)cc3)nc2s1 in the list: -1% | -4% | -3 | 1.3% | 0 | -8% | -1% | 1% | -3%[57.1 µM]
Cc1ccc(SC(=O)COc2ccc(C)c(C)c2)cc1 in the list: -18% | -17% | 102 | 4.1% | 1 | 8% | -2% | -1% | 4%
COc1ccc(CN(C(=O)CCC(=O)Nc2cc(C)on2)C(C(=O)NC(C)(C)C)c2cccc(OC)c2OC)cc1 (configuration not stated) in the list: -4% | 0% | 0 | -0.8% | -10 | -1% | 0% | 1% | 3%
